GSTO1 inh: inhibitors of recombinant GSTO1, primary screen, counter-screen for RBBP9 inhibitor project, biochemical, fluorescence polarization; activity-based probe fluorescence polarization; inhibition, % at 5.96 µM; hit rate 1.1% among 300,000;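 active = inhibition above the campaign mean inhibition plus 3 SD, cut at about 35% in these data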;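 note: 0% = GSTO1-1 with DMSO and 100% = wells lacking GSTO1-1 enzyme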
Target sequence (P78417 whole entry, looked up): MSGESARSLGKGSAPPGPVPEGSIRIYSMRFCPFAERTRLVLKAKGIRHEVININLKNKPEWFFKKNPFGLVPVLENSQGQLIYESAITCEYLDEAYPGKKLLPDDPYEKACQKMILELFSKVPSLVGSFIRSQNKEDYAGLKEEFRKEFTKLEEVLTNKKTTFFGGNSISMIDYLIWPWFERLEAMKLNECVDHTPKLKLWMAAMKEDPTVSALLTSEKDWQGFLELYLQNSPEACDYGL
LYPLA2 counter: LYPLA2 inhibitors, primary screen, counter-screen for PME1 inhibitor project, biochemical, fluorescence polarization, FP-Rh probe ABPP | Acyl-protein thioesterase 2 (Homo sapiens), O95372 | recombinant LYPLA2 | inhibition, % at 5.9 µM | hit rate 0.38% among 320,000 | AID 2177, 2009;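 active = inhibition above the screen-wide mean plus 3 SD, limit set per campaign, cut at about 26% in these data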;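 note: 0% = LYPLA2 with DMSO and 100% = wells lacking LYPLA2 enzyme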
PAFAH2 inh: PAFAH2 enzyme inhibitors, primary screen, biochemical, fluorescence polarization, human; Platelet-activating factor acetylhydrolase 2, cytoplasmic (Homo sapiens), Q99487; recombinant PAFAH2, FP-rhodamine activity probe; inhibition, % at 3.39 µM; hit rate 0.99% among 340,000; AID 492956, 2010;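 active = inhibition above the mean over all tested compounds plus 3 SD, cut at about 30% in these data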;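 note: inhibitors block probe labeling of enzyme so polarization drops; 0% = enzyme with DMSO and 100% = wells lacking PAFAH2 protein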
PAFAH1B2 inh: PAFAH1B2 enzyme inhibitors, primary screen, biochemical, fluorescence polarization, human | recombinant PAFAH1B2, FP-rhodamine activity probe | hit rate 1.2% among 340,000 | inhibition, % at 3.39 µM | Platelet-activating factor acetylhydrolase IB subunit alpha2 (Homo sapiens), P68402;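 active = inhibition above the mean of all tested compounds plus 3 SD, cut at about 24% in these data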;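 note: 0% = enzyme with DMSO and 100% = wells lacking PAFAH1B2; many of its hits are not listed in these tables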
Target sequence (P68402 whole entry, looked up): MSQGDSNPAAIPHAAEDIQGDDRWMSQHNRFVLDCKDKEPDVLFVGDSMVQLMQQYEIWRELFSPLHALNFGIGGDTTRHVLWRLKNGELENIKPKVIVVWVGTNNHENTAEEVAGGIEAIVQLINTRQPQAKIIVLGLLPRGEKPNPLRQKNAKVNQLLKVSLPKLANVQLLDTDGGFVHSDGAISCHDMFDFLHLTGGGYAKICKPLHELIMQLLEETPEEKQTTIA
LYPLA1 counter: LYPLA1 inhibitors, primary screen, counter-screen for PME1 inhibitor project, biochemical, fluorescence polarization, FP-Rh probe ABPP; inhibition, % at 5.9 µM; recombinant LYPLA1; hit rate 0.16% among 320,000; Acyl-protein thioesterase 1 (Homo sapiens), O75608; AID 2174, 2009;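 active = inhibition above the mean of all tested compounds plus 3 SD, set per campaign, cut at about 14% in these data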;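 note: inhibitors block serine hydrolase probe labeling of LYPLA1 so polarization falls; 0% = enzyme with DMSO and 100% = wells lacking LYPLA1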
Target sequence (O75608 whole entry, looked up): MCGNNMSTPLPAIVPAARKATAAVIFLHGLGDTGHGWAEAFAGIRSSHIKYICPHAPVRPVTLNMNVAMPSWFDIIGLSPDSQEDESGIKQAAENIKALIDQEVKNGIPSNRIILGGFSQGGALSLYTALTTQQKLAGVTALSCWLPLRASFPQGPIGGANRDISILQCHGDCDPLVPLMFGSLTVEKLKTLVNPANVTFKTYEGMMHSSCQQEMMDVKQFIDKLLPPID
PAFAH1B3 FP inh: PAFAH1B3 enzyme inhibitors, primary screen, biochemical, fluorescence polarization, human; Platelet-activating factor acetylhydrolase IB subunit alpha1 (Homo sapiens), Q15102; AID 492972, 2010; hit rate 0.28% among 340,000; inhibition, % at 3.39 µM; recombinant PAFAH1B3, FP-rhodamine probe;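 active = inhibition above the screen-wide average of all tested compounds plus 3 SD, cut at about 25% in these data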;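 note: 0% = enzyme with DMSO only and 100% = wells lacking PAFAH1B3 protein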
Target sequence (Q15102 whole entry, looked up): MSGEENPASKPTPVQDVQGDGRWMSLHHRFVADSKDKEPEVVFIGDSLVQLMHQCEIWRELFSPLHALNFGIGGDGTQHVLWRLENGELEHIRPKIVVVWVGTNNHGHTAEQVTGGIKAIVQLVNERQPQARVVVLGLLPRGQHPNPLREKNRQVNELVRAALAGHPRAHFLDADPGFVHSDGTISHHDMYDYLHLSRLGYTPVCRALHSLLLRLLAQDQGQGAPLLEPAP
pPAFAH inh: pPAFAH enzyme inhibitors, primary screen, biochemical, fluorescence polarization, human | recombinant pPAFAH, FP-rhodamine probe fluorescence polarization | inhibition, % at 3.39 µM | hit rate 1.5% among 330,000 | Platelet-activating factor acetylhydrolase (Homo sapiens), Q13093 | AID 463082, 2010;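 active = inhibition above the mean inhibition across the screen plus 3 SD, cut at about 25% in these data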;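 note: inhibitors block binding of the rhodamine activity-based probe so polarization drops; 0% = enzyme with DMSO and 100% = wells lacking pPAFAH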
PAD4 inh: human PAD4 inhibitors, primary screen, biochemical, fluorescence polarization, 1536-well format. Protein-arginine deiminase type-4 (Homo sapiens), Q9UM07. recombinant PAD4, RCA probe fluorescence polarization. inhibition, % at 6.36 µM. hit rate 0.41% among 330,000;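 active = percent inhibition above a cutoff equal to the mean of all tested compounds plus 3 SD, cut at about 15% in these data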;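 note: 0% = PAD4 with RCA probe and DMSO and 100% = probe without PAD4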
PME-1 primary: PME-1 inhibitors via competitive probe labeling, primary screen, biochemical, fluorescence polarization, FP-Rh probe, HTS | AID 2130, 2009 | hit rate 0.53% among 320,000 | Protein phosphatase methylesterase 1 (Homo sapiens), Q9Y570 | inhibition, % at 5.9 µM | recombinant PME-1;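 active = inhibition above the campaign mean of all compounds plus 3 SD, cut at about 26% in these data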;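 note: competitive labeling of PME-1 active site by serine hydrolase directed probe; 0% = PME-1 with DMSO and 100% = wells lacking PME-1 enzyme; inhibitors block probe labeling so polarization falls and inhibition rises; many of its hits are not listed in these tables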
Numbers without * were called inactive; . = not tested or not shown. The list is partial; count on the stated rates, not on these rows.

Molecule | PAFAH2 inh | PAD4 inh | PAFAH1B2 inh | LYPLA2 counter | pPAFAH inh | GSTO1 inh | PAFAH1B3 FP inh | LYPLA1 counter | PME-1 primary
OCCn1c(-c2ccc(F)cc2)csc1=Nc1ccccc1 | 0.7 | -0.3 | 2.5 | -6.3 | -0.2 | 0.5 | 2.2 | 0.5 | -6.3
O=C(CSc1cccc[n+]1[O-])c1cc(Cl)ccc1Cl | 26.0 | -4.3 | 9.3 | -4.7 | -3.5 | 0.1 | 1.9 | -1.2 | 1.1
CC1CN(S(=O)(=O)c2ccccc2)C(C)N1C(=O)N1CCOCC1 (stereo not given) | 2.7 | -3.8 | 3.6 | -5.0 | 0.3 | 2.4 | 5.1 | -0.6 | -3.4
COc1cc(Cl)ccc1OCc1cc(C(=O)N2C[C@H]3CC[C@H]2C3)no1 | 0.7 | 7.4 | 0.2 | 4.6 | 2.4 | 3.8 | -0.1 | -0.9 | 4.5
COc1cccc2c1OC[C@@H](CO)[C@H]2N(C)C(=O)Nc1ccccc1 | -8.0 | 0.9 | 4.0 | 8.5 | 1.2 | 2.2 | 0.8 | 0.1 | -0.6
O=C(COC(=O)c1ccccc1[N+](=O)[O-])Nc1nnc(-c2ccccc2)o1 | 9.3 | -6.1 | 1.1 | 2.9 | 6.2 | 10.3 | 7.0 | 2.4 | 3.4
COC(=O)Nc1nnc(COc2cccc(C)c2)s1 | 4.7 | -1.3 | -2.5 | -3.5 | -0.2 | -5.2 | -6.1 | -3.3 | -3.0
Cc1cc(C)c(NC(=O)CS(=O)CC(=O)N2CCN(c3ccccc3)CC2)c(C)c1 (stereo not given) | -0.5 | 2.0 | 3.4 | 3.3 | 4.9 | -3.6 | 9.1 | -2.1 | -2.2
CC(=O)Nc1cc(C(=O)O)ccc1S(=O)(=O)c1ccc(C)cc1 | -7.4 | -1.9 | 1.1 | 3.5 | 2.0 | -0.3 | -5.9 | -2.3 | -1.2
CSCCC(NC(=O)c1ccc([N+](=O)[O-])cc1Cl)C(=O)OC(C)C(=O)NCc1ccco1 (stereo not given) | -1.1 | 1.2 | 3.2 | 2.7 | 3.1 | 4.4 | -4.7 | 2.0 | 6.5
Cc1cccc(/C=N\NC(=O)c2sccc2-n2cccc2)c1 | 10.3 | 2.8 | -0.5 | -12.7 | -7.7 | -1.7 | 7.8 | -2.2 | -12.2
CCOC(=O)c1cc(-c2cccc([N+](=O)[O-])c2)on1 | 2.2 | 0.9 | 0.9 | 2.4 | 6.6 | 8.7 | -3.5 | 4.4 | -2.1
CCOC(=O)c1cc2c(=O)n3ccccc3nc2n(CCOC)c1=NC(=O)c1c(-c2c(F)cccc2Cl)noc1C | 2.9 | 1.1 | -2.2 | 0.8 | 2.0 | -3.5 | -2.4 | 2.1 | 0.8
CSc1cccc(NC(=O)C2CCN(S(C)(=O)=O)CC2)c1 | 3.1 | 1.5 | 12.3 | 1.9 | 5.8 | 0.9 | 16.3 | -1.1 | 6.0
Cc1ccc(C)c(-c2ccc(=O)n(Cc3ccc(F)cc3Cl)n2)c1 | -5.0 | 0.6 | 4.2 | -2.0 | 5.4 | 1.9 | 10.6 | -5.6 | 1.3
CC(=O)c1ccc(NC(=O)CSc2nnc(-c3ccco3)o2)cc1 | -5.6 | -3.0 | 9.3 | -0.5 | -0.9 | -2.4 | -0.6 | 0.7 | -1.1
COc1ccc(CCNC(=O)COC(=O)c2cc(Cl)nc(Cl)c2)cc1 | 10.6 | -3.0 | -0.8 | . | 1.1 | . | 15.8 | . | .
C=CC[C@@H](CC(=O)N(CCO)Cc1ccccc1)C(=O)N[C@H](COC(=O)[C@@H](CC=C)CC(=O)OC(C)(C)C)c1ccccc1 | -3.2 | -2.5 | 5.7 | . | 3.6 | . | 4.3 | . | .
CC(=O)c1c(C)[nH]c(C(=O)NCCc2ccccc2)c1C | -3.4 | -1.9 | 3.4 | 9.4 | 2.2 | 5.4 | 0.8 | -16.5 | 0.1
COc1ccc(C(=O)C2CCCN(Cc3cnc(N4CCOCC4)s3)C2)cc1F (stereo not given) | 0.0 | -4.4 | 1.7 | 3.2 | -1.6 | 1.3 | 7.3 | 3.2 | 1.4
CCCCn1c(N)c(N(CC(C)C)C(=O)CSCc2c(C)noc2C)c(=O)[nH]c1=O | -4.2 | -1.6 | -1.4 | -8.1 | 3.2 | 4.6 | -0.5 | -0.8 | -0.1
Cc1n[nH]c(C)c1N1C(=O)c2cccc3cc(Br)cc(c23)C1=O | 0.9 | 3.1 | 2.4 | -3.7 | 1.0 | -9.0 | 7.8 | -2.4 | 15.0
Cc1cc(CC(=O)O)n(C)c1C(=O)c1ccc(Cl)cc1 | 2.3 | -2.6 | 8.5 | -5.7 | -1.4 | . | 3.4 | -2.5 | -0.1
COc1ccc(C(=O)NNC(=O)CSc2nnc(COc3ccccc3OC)n2C)cc1 | -4.2 | 0.3 | 5.0 | -6.0 | 1.5 | -0.4 | 4.2 | -1.2 | -0.8
O=C(NCCc1ccccc1)c1ccc([N+](=O)[O-])cc1 | -1.1 | -4.9 | 9.7 | 1.4 | 0.8 | -3.9 | 9.2 | -4.6 | 0.5
CCc1ccc(N2C(=O)CC(N(CC3CCCO3)C(=O)/C=C/C(=O)O)C2=O)cc1 (stereo not given) | -1.8 | 5.3 | 2.1 | -4.7 | 6.5 | 1.6 | -0.8 | 1.4 | -4.3
N#C/C(=C(/O)COC(=O)CCCNC(=O)c1ccc(Cl)cc1)c1nc2ccccc2[nH]1 | 11.0 | -4.8 | 15.2 | -5.7 | 16.3 | 8.7 | 9.2 | 0.0 | 0.1
Cc1c(C(=O)N2CCOCC2)c(S(=O)(=O)Nc2cccc(C#N)c2)c(C)n1C | 6.0 | -5.1 | 4.3 | 5.8 | 5.6 | -7.6 | 11.2 | 6.5 | 2.8
COC(=O)C1=NN(C(C)=O)C2(CC(=O)N(c3cc(C)cc(C)c3)C2=O)C1 (stereo not given) | -7.0 | -1.4 | 2.3 | 1.1 | 4.2 | 0.5 | 1.8 | -1.0 | 2.8
O=C1C2C3c4ccccc4C(c4ccccc43)[C@@H]2C(=O)N1c1ccccn1 (stereo not given in full) | -2.1 | 0.6 | 8.9 | 7.5 | 0.2 | 2.7 | 6.4 | 0.6 | 2.0
O=C(O)c1ccc(N2CCCCC2)cc1 | -5.0 | -4.0 | 5.3 | 8.4 | 0.7 | 5.2 | 6.4 | 3.4 | -0.9
O=C1CCC/C1=C\c1ccccc1 | 5.4 | -7.8 | 3.5 | -4.8 | -5.2 | 7.9 | 5.6 | -3.8 | -9.9
CC1=CC(=O)C(C(C)C)=C/C1=N/OC(=O)c1cccc([N+](=O)[O-])c1 | 2.1 | 0.3 | -1.2 | -4.8 | -0.5 | 17.2 | 3.0 | -4.7 | -28.7
Cc1cccc(C(=O)NCCCNC(=O)c2ccccn2)c1 | 4.0 | -3.8 | -0.9 | 13.2 | 3.5 | -4.5 | -3.3 | -1.7 | 2.7
CC(C)C(c1nnnn1CC1CCCO1)N1CCN(C2CCCC2)CC1 (stereo not given) | -2.8 | -0.5 | 3.8 | 3.6 | -0.1 | -0.4 | 5.5 | 0.4 | -5.4
CN(C)S(=O)(=O)c1cccc(NC(=O)c2cnccn2)c1 | . | -1.8 | . | -0.2 | 4.5 | 1.7 | . | -2.0 | 6.4
Cc1cccc2cc(CN(Cc3cccs3)C3(c4nnnn4C4CCCC4)CCCC3)c(=O)[nH]c12 | 7.9 | -0.2 | 2.2 | -1.1 | 6.2 | 4.6 | 2.4 | 0.3 | -8.0
Cc1cc(NC(=O)CN2CCCCC2C)no1 (stereo not given) | 2.0 | -1.6 | -0.4 | 6.5 | 3.5 | 3.3 | 10.6 | 1.3 | -3.7
Cc1ccc(C)c2c(SC(C)C(=O)NCc3ccco3)nc(-c3ccccc3)nc12 (stereo not given) | -2.2 | -1.5 | 1.4 | 2.6 | 6.3 | 1.1 | -1.4 | 1.6 | -4.4
O=C(NN1CCOCC1)c1cc(-c2ccc(Cl)c(Cl)c2)nc2ccccc12 | -7.3 | 2.6 | -1.4 | -3.1 | -1.9 | -1.7 | -0.2 | 0.9 | -3.3
Cc1ccc(S(=O)(=O)N2CCOCC2)cc1C(=O)Nc1ccncc1 | -5.6 | -6.5 | -0.1 | -6.7 | -5.9 | . | -0.7 | -1.4 | -4.6
COc1ccc(C(=O)N2c3ccccc3C(=O)OC2c2ccc3c(c2)OCO3)cc1 (stereo not given) | 11.1 | -2.3 | 1.9 | 13.8 | -5.8 | -8.1 | -1.8 | 3.3 | 3.9
CCn1c(SCC(=O)NNC(=O)c2ccc(OC)cc2)nnc1-c1ccco1 | 3.8 | 4.9 | -0.1 | 3.8 | 3.3 | 0.8 | 8.2 | 2.7 | -4.2
N#CCC(=N)N1CCN(c2cccc(Cl)c2)CC1 | -1.1 | 0.1 | 0.2 | 4.8 | 7.7 | 1.9 | 4.1 | -1.4 | -6.7
CC(C)(C)NC(=O)NC(=O)CN1CCN(c2ccccc2O)CC1 | -4.4 | 0.9 | -1.7 | 10.8 | 9.1 | 6.1 | -0.9 | 3.9 | 0.5
CC1CCC2(CC1)NC(=O)N(Cc1cc(=O)n3ccsc3n1)C2=O (stereo not given) | . | 0.6 | . | -4.8 | 0.8 | 5.7 | . | -2.1 | -6.2
O=C(NCC1CCCO1)c1ccccc1 (stereo not given) | -11.1 | -1.9 | 1.4 | -0.9 | 3.6 | -3.9 | 6.1 | -2.9 | -2.2
O=C(CNC(=S)N(Cc1ccccc1F)C1CCCCC1)NC1CC1 | 6.7 | 9.1 | 6.1 | 5.6 | 2.0 | -3.8 | -4.8 | 0.9 | -4.4
O=C(CCCC1=NS(=O)(=O)c2ccccc2N1)N1CCN(c2ccccc2)CC1 | -0.9 | -3.7 | 1.5 | -5.9 | 1.0 | 5.8 | -0.6 | 0.1 | 0.4
CC(C)Nc1nc(Cl)nc(NNC(=O)C(C)Oc2ccccc2)n1 (stereo not given) | -2.1 | -0.7 | -1.4 | 6.4 | -3.0 | 1.3 | 0.1 | 2.1 | 0.6
